Source: PubChem BioAssay (The Scripps Research Institute Molecular Screening Center)
TbREL1 inh = TbREL1 RNA ligase inhibitors, primary screen, biochemical, FRET fluorescence | inhibition, % at 9.66 µM | TbREL1 RNA ligation | 89,000 tested, 0.49% active | RNA-editing ligase 1, mitochondrial (Trypanosoma brucei brucei), P86926;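 active = inhibition above the mean inhibition across all screened compounds plus 3 SD, cut at about 11% in these data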;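 note: 0% = plate median of test wells and 100% = NSC42067 control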
Target sequence (P86926 whole entry, looked up): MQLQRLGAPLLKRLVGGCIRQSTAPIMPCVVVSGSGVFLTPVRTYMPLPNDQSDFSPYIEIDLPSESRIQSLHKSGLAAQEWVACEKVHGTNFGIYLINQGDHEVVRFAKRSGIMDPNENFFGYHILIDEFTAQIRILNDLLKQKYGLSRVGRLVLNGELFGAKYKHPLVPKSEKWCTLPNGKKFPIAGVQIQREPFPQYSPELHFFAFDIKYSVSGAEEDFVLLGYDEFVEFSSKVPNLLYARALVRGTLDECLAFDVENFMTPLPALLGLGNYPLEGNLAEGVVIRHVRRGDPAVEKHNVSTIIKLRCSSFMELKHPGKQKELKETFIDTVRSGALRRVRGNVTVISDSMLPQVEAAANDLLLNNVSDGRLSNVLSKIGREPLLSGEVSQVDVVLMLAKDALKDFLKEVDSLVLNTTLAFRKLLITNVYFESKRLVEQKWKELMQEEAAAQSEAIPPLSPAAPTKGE
An asterisk follows results filed as active.

SMILES	TbREL1 inh
CCN(CC)C(=O)C(=O)c1cn(CC(=O)NCc2ccc3c(c2)OCO3)c2ccccc12	0
COC(=O)[C@@H]1CCCN1Cc1nc(Cc2ccccc2F)no1	3
COc1cccc(C(O)c2nc(/C=C/c3ccc(C(F)(F)F)cc3)cs2)c1 (stereo unspecified)	1
CN(CC(=O)NCC1CCCO1)S(=O)(=O)c1cc(Cl)ccc1Cl (stereo unspecified)	2
Cc1nc2ccccc2c(=O)n1NC(=O)Nc1ccccc1	1
O=C(NCc1ccco1)c1ccc2c(=O)n(CC3CCCO3)c(=S)[nH]c2c1 (stereo unspecified)	-5
CC(C)OP(=O)(OC(C)C)C(Nc1ccccc1)c1cccc([N+](=O)[O-])c1 (stereo unspecified)	-2
Cn1nc(-c2ccccc2)c(-c2nc(-c3ccc(Cl)cc3)no2)c1Cl	4
Cc1ccc2oc(=O)n(CCCOc3ccccc3)c2c1	-1
O=C(CSc1ccc(-c2ccc(F)cc2)nn1)NCc1ccco1	-1
COc1cccc(C(=O)N2CCN(Cc3ccccc3Br)CC2)c1	0
COc1ccc(C(CNC(=O)c2cc3c(s2)CCCC3)N2CCOCC2)cc1 (stereo unspecified)	-3
CCOC(=O)c1c(NC(=O)CN2CCCCC2)sc2c1CCCC2O (stereo unspecified)	5
CCOC(=O)N1CCN(C(=O)C[C@@H]2C[C@@]3(C(=O)OC)CC(C)(C)CC=C3N(Cc3cccc4ccccc34)C2=O)CC1	0
Cc1ccc(C(C)C)c(OCCCN2CC(C)OC(C)C2)c1 (stereo unspecified)	2
O=C(N/N=C1\CCS(=O)(=O)c2ccc(F)cc21)c1ccc([N+](=O)[O-])cc1	-1
CCOC(=O)c1ccc(NC(=O)C(=O)NCCc2ccc(OC)cc2)cc1	0
COc1ccc(CCNC(=O)CCC(=O)N2CCN(S(=O)(=O)c3ccccc3)CC2)cc1OC	-4
O=C(CN1C(=O)c2ccccc2S1(=O)=O)NCc1ccccc1	-2
Cc1ccc(CN2CCN(Cc3ccc(Oc4ncccn4)cc3)CC2CCO)cc1 (stereo unspecified)	0
O=C(Nc1ccc2ccccc2c1)/C(=C\c1ccc2c(c1)OCO2)NC(=O)c1ccco1	0
O=C(Nc1cc(C(F)(F)F)ccc1N1CCOCC1)c1ccccc1F	0
Cc1ccc2nc(-c3cc(N)cc(N)c3)oc2c1	-2
Cc1cc(-c2ccc(C(C)C)c(S(=O)(=O)Nc3cc(C)on3)c2)on1	0
COc1ccc(Cl)cc1S(=O)(=O)NC(C)C(=O)NCCN1CCOCC1 (stereo unspecified)	0
CCN1CCN(c2cc(C(C)(C)C)nc3c(-c4ccccc4)c(C)nn23)CC1	-1
CCCCc1c(O)nc(SCC(=O)N2CCCCCC2)[nH]c1=O	-2
Nc1ncnc2c1ncn2C1OC(CO)C(O)C1O (stereo unspecified)	1
CC(=O)Nc1cccc(NC(=O)c2cccc(-c3ccc(O)cc3)c2)c1	1
COc1ccc(S(=O)(=O)Nc2cc(C)cc(C)n2)c2ccccc12	1
COc1ccc(NC(=O)c2ccc(NC(=O)c3cccs3)cc2)cc1	1
Cc1ccc(-n2c(=O)cc(N3CCN(C(=O)c4ccco4)CC3)[nH]c2=O)cc1	-3
CSc1nnc(C(C)(C)C)c(=O)n1/N=C/c1ccc(Cl)cc1	2
CN1CCN(c2ccc(CNC[C@H]3O[C@@H](n4cnc5c(=O)[nH]c(N)nc54)[C@H](O)[C@@H]3O)c(F)c2)CC1	5
CCN(CC)C(=O)C1=C(C)N(CCCOC)C(=O)C(CC(=O)NCc2cccs2)C1 (stereo unspecified)	0
Nc1nc(Br)c2ccccc2c1-c1ccccc1	-3
CCc1nc2ccc(C(=O)NCc3ccc(OC)cc3)cn2c1N(CC)CCOC	-3
Cc1cc(S(=O)(=O)Nc2c(C)nn(C)c2C)c(Cl)cc1Cl	-2
O=C(OCc1ccc(O)cc1)c1c(-c2ccsc2)oc2ccc(N3CCOCC3)cc12	-1
CCOC(=O)C1=C(c2ccccc2)Nc2ncnn2C1c1cc(OC)ccc1OC (stereo unspecified)	1

A draw from above in order of heavy-atom count, lowest first:
SMILES	TbREL1 inh
Cc1cc(S(=O)(=O)Nc2c(C)nn(C)c2C)c(Cl)cc1Cl	-2
COc1ccc(NC(=O)c2ccc(NC(=O)c3cccs3)cc2)cc1	1
Cc1ccc(-n2c(=O)cc(N3CCN(C(=O)c4ccco4)CC3)[nH]c2=O)cc1	-3
CCOC(=O)C1=C(c2ccccc2)Nc2ncnn2C1c1cc(OC)ccc1OC (stereo unspecified)	1
O=C(OCc1ccc(O)cc1)c1c(-c2ccsc2)oc2ccc(N3CCOCC3)cc12	-1

(continued)
SMILES	TbREL1 inh
CCn1c(SCc2ccc(C)cc2)nnc1-c1nn(-c2ccccc2)ccc1=O	2
Cc1ccc(-c2ccc(CN3C(C)C(=O)N(Cc4cn(Cc5ccco5)nn4)CCS3(=O)=O)cc2)cc1 (stereo unspecified)	-2
COc1ccccc1NC(=O)CSc1nnc(-c2ccco2)n1Cc1ccco1	-3
Cc1cccc(OCC(=O)NCCNC(=O)c2cnccn2)c1	-2
COc1ccc(C(=O)CN(C(=O)c2ccc(Cl)cc2)N2C(=O)C3CCCCC3C2=O)cc1 (stereo unspecified)	0
CC(NC(=O)CCOc1ccccc1)c1ccccc1 (stereo unspecified)	2
S=C(c1ccc(N2CCCC2)cc1)N1CCCCC1	-2
O=C(c1ccccc1)C1CCc2occc2C1=O (stereo unspecified)	0
CCOC(=O)c1cn(CC(=O)Nc2ccc(C(C)C)cc2)nn1	3
CCCC1=NN(C(=O)Cc2ccc(OC)c(OC)c2)C(O)(C(F)(F)F)C1 (stereo unspecified)	-4
COc1cc(CCC(=O)OCC(=O)NCCc2ccc(S(N)(=O)=O)cc2)cc(OC)c1OC	2
O=C(CC1C(=O)NCCN1Cc1c(F)cccc1Cl)NCCC1=CCCCC1 (stereo unspecified)	-2
C/C(C=NNC(=O)c1cc(-c2ccc(C)c(C)c2)n[nH]1)=C/c1ccco1	-1
CCN(CC)c1ccc(/C=N/Nc2nc(C)cc(=O)[nH]2)cc1	-2
CC1CCCCN1S(=O)(=O)c1ccc2c(c1)C(C)(C)C(=O)N2C (stereo unspecified)	-4
C[C@@H]1C=C[C@](Cc2ccccc2)(C(=O)NCCc2c[nH]c3ccccc23)N1C(=O)c1ccccc1	-3
O=C1CN(C(=O)COC(=O)c2ccccc2NC(=O)c2ccco2)c2ccccc2N1	5
Cc1cc(OCC(=O)OCC(=O)N(C)c2c(N)n(Cc3ccccc3)c(=O)[nH]c2=O)ccc1Cl	-1
CCOc1ccc2nc(NC(=O)c3c([N+](=O)[O-])cnn3CC)sc2c1	1
C[C@H](NC(=O)OCc1ccccc1)c1nnc([C@H](Cc2ccccc2)NC(=O)OC(C)(C)C)o1	-2
COc1cccc(N2CCN(C(=O)Nc3ccc4c(c3)NC(=O)CO4)CC2)c1	-3
COc1ccc(OCCNS(=O)(=O)c2ccccc2)cc1	0
OCC[C@@H]1C[C@H](O)[C@@H](O)[C@]2(OCCc3cc(Cl)ccc32)O1	-3
Cc1cc(N2CCN(C(C(=O)NC3CCCC3)C(C)(C)C)CC2)c2ccccc2n1 (stereo unspecified)	-3
Cn1ncc(N)c1C(=O)Nc1cccc(C(F)(F)F)c1	1
Cc1ccccc1NC(=O)CCC(=O)OCC(=O)c1ccc(-c2ccccc2)cc1	0
C[C@@H](C(=O)Nc1ccc2ccccc2c1)[C@H]1C[C@]1(C)[C@H](NC(=O)c1cnccn1)c1ccccc1	-1
COc1ccc(CN2CC(C(N)=O)Oc3ccccc32)cc1F (stereo unspecified)	-6
O=C1Nc2ccccc2OC1CC(=O)N1CCCC1 (stereo unspecified)	0
CCOC(=O)N1CCN(C(=S)Nc2ccccc2C(C)C)CC1	-2

Another view of four compounds above.
structure | TbREL1 inh
Cn1ncc(N)c1C(=O)Nc1cccc(C(F)(F)F)c1 | 1
Cc1ccccc1NC(=O)CCC(=O)OCC(=O)c1ccc(-c2ccccc2)cc1 | 0
C[C@@H](C(=O)Nc1ccc2ccccc2c1)[C@H]1C[C@]1(C)[C@H](NC(=O)c1cnccn1)c1ccccc1 | -1
COc1ccc(CN2CC(C(N)=O)Oc3ccccc32)cc1F (stereo unspecified) | -6

Individual results from above.
`Cc1ccccc1NC(=O)CCC(=O)OCC(=O)c1ccc(-c2ccccc2)cc1` in TbREL1 inh → 0
`Cc1cc(N2CCN(C(C(=O)NC3CCCC3)C(C)(C)C)CC2)c2ccccc2n1` (stereo unspecified) in TbREL1 inh → -3
`Cn1ncc(N)c1C(=O)Nc1cccc(C(F)(F)F)c1` in TbREL1 inh → 1
`OCC[C@@H]1C[C@H](O)[C@@H](O)[C@]2(OCCc3cc(Cl)ccc32)O1` in TbREL1 inh → -3

Next compounds follow.
SMILES	TbREL1 inh
CCOc1ccccc1C(=O)NCC(=O)NCCCc1ccccc1	0
CCOc1ccccc1-c1nnc(SCC(=O)NC2(C#N)CCCC2)o1	0
O=C(Nc1nc2c(F)cc(F)cc2s1)c1ccccn1	1
COc1cc(NS(=O)(=O)c2cccc3nsnc23)c(C(=O)O)cc1OC	-1
NS(=O)(=O)c1ccc(CCNC(=O)CNC(=O)c2ccccc2Br)cc1	0
O=C(NCc1ccccc1)C(c1cccnc1)N(C(=O)c1ccccn1)c1ccc(F)cc1 (stereo unspecified)	4
CCN(CC)CCn1c(=N)n(CCOc2ccccc2)c2ccccc21	8
O=C(O)C(CC1CCCCC1)N1CCS(=O)(=O)CC1 (stereo unspecified)	1
CCC1=C(OC(=O)N(CC)CC)N2C(=O)OC(=NCc3ccccc3)[C@]2(C)[C@H]2C1=CC[C@H]1C(=O)NC(=O)[C@H]12	-1
CC(=O)N(Cc1ccco1)C1(C(=O)NC2CCCCC2)CCCCC1	-2

Reprinted at random: 2 compounds from above, in no set order.
SMILES	TbREL1 inh
CCOc1ccccc1C(=O)NCC(=O)NCCCc1ccccc1	0
CCN(CC)CCn1c(=N)n(CCOc2ccccc2)c2ccccc21	8

Following part.
SMILES	TbREL1 inh
O=C(NC(=S)N1CCOCC1)c1ccc([N+](=O)[O-])cc1	-3
O=C1C=C(NCc2ccccc2)C2(CCCCC2)O1	2
Cc1ccccc1N1CCN(Cc2ccc([N+](=O)[O-])o2)CC1	4
Cc1ccnc(NC(=O)Cn2ccc([N+](=O)[O-])n2)c1	0
Cc1ccc(CN2CCN(/N=C\c3cccc([N+](=O)[O-])c3)CC2)cc1	-1
CCCCCCn1cc(CN2CC(N3CCCCC3)CS2(=O)=O)nn1 (stereo unspecified)	6
O=C(CCc1ccc(S(=O)(=O)N2CCOCC2)cc1)Nc1ccc(F)c(F)c1F	-1
COC(=O)c1ccc(CSc2ccc3nnc(-c4ccc(OC)c(OC)c4)n3n2)o1	-1
O=C(c1ccc(F)cc1)c1ccc(OCC(=O)N2CCOCC2)cc1	-1
c1ccc(NC2=NCCN2CCC2CCCCC2)cc1	9
CC(/C=N/NC(=O)c1ccncc1)=C\c1ccc(C(C)C)cc1	-1
O=C(NCc1ccc(Cl)cc1)N1CCN(C(=O)c2ccccc2)CC1	3
O=C(NCC1CCCO1)C1CCCN(S(=O)(=O)c2cccc3nsnc23)C1 (stereo unspecified)	0
O=C(NCc1ccccc1Cl)c1cc(C(=O)C2CC2)c[nH]1	-1
COc1ccc(/C=C/S(=O)(=O)NCc2ccccc2)cc1OC	2
COCCNC(=O)CN1C(=O)CSc2ncccc21	1
CCOc1ccc(NC(=S)NCc2ccco2)cc1	1
O=C(NCc1ccco1)c1cc2ccccc2o1	3
CCc1nc2sccc2c(=O)[nH]1	-3
Cc1ccc(S(=O)(=O)NCC(=O)N(CC(=O)NCC2CCCO2)c2cccc(F)c2)cc1 (stereo unspecified)	3
CC(=O)c1ccc(S(=O)(=O)N2CCN(c3ccnc4cc(Cl)ccc34)CC2)cc1	0
CCn1c(C)nnc1SCC(=O)Nc1ccc(N2CCOCC2)cc1	0
O=C(NCCc1ccccc1C(F)(F)F)C1CCC(=O)N(C2CC2)C1 (stereo unspecified)	2
COc1ccc(C2c3c(ccc4ccccc34)Oc3ncn4nc(-c5ccco5)nc4c32)cc1 (stereo unspecified)	3
O=C(CSc1nccn(-c2ccc(Br)cc2)c1=O)NCc1ccccc1	0
CCCC(=O)Nc1ccc(Cl)c(NC(=O)CC)c1	3
CCCCNC(=O)O[C@H]1CC[C@@]23CCCN2C(=O)CCC[C@H]3[C@H]1C	-5
COc1ccc(CCNC(=O)c2c(O)c3c([nH]c2=O)CCCC3)cc1OC	1
O=C(Nc1ccccc1)Nc1ccc(Br)c(Cl)c1	3
O=C(NNc1c(F)c(F)cc(F)c1F)c1cc2ccccc2oc1=O	0
O=C(Nc1ccc(-c2cn3ccccc3n2)cc1)c1ccc(Cl)cc1	6
Cc1cccc(N(CC(=O)Nc2ccccc2F)S(C)(=O)=O)c1	4
CC(c1cccs1)N(Cc1ccco1)C(=S)Nc1ccccc1Cl (stereo unspecified)	0
COc1ccc(OC)c(S(=O)(=O)N2CCCC(C(=O)NCCN3CCOCC3)C2)c1 (stereo unspecified)	-2
C[C@@H]1CN([C@@H](C)CO)C(=O)CCCn2nncc2CO[C@@H]1CN(C)C(=O)CCC(F)(F)F	-1
Clc1ccc(-n2c(SC/C=C/c3ccccc3)nnc2-c2ccco2)cc1	1
O=C(c1ccc(Cl)cc1)N(Cc1ccccc1F)N1C(=O)CCCC1=O	1
Cc1ccc(Nc2cc(C)nc3nnnn23)cc1	1
CCCOc1ccccc1NS(=O)(=O)c1ccc2[nH]c(=O)[nH]c2c1	3
CN(C)CCN(Cc1ccccc1)C(=O)[C@H](Cc1ccccc1)N1C(=O)c2ccccc2C1=O	2
FC(F)(F)c1cc(-c2ccco2)nc(-n2nnc3ccccc32)n1	-1
CN1CCN(c2ccccc2NC(=O)c2ccc(-c3ccccc3)cc2)CC1	-2
CC1=NN(c2nc(-c3ccc(C)cc3)cs2)C(=O)C1N=Nc1cccc(O)c1 (stereo unspecified)	-1
CCn1c(COC(=O)CNC(=O)c2ccccc2)nc2cc(S(=O)(=O)N(C)C)ccc21	-2
Cc1noc(C)c1COC(=O)C(c1ccccc1)c1ccccc1	-1
Cc1ccc(N2C(=O)NC(NC(=O)C(C)(C)C)(C(F)(F)F)C2=O)cc1 (stereo unspecified)	5

A portion of the library; count on the stated rates, not on these rows.
